Compound activity as filed in PubChem.
N370S GC – N370S glucocerebrosidase modulation, Gaucher chaperone candidate; Potency, µM (series often up to 59.4 µM), for inactives: top-dose activity change, negative = inhibition, actives largely listed as inhibitors; P04062; N370S GC spleen homogenate, 4MU-glucoside fluorescence; hit rate 0.092% among 330,000;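 also: 0% = full enzyme activity and -100% = no enzyme basal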
TDP1 block – inhibitors of human tyrosyl-DNA phosphodiesterase TDP1; Q9NUW8; recombinant TDP1, AlphaScreen DNA substrate cleavage; Potency, µM (highest dose often 130 µM), for the others: at the highest dose activity change, negative = inhibition, most hits filed as inhibitors; hit rate 0.28% among 350,000; AID 485290; also: nearly all actives have a fitted effect of over 40% in size
Target sequence (Q9NUW8 whole entry, looked up): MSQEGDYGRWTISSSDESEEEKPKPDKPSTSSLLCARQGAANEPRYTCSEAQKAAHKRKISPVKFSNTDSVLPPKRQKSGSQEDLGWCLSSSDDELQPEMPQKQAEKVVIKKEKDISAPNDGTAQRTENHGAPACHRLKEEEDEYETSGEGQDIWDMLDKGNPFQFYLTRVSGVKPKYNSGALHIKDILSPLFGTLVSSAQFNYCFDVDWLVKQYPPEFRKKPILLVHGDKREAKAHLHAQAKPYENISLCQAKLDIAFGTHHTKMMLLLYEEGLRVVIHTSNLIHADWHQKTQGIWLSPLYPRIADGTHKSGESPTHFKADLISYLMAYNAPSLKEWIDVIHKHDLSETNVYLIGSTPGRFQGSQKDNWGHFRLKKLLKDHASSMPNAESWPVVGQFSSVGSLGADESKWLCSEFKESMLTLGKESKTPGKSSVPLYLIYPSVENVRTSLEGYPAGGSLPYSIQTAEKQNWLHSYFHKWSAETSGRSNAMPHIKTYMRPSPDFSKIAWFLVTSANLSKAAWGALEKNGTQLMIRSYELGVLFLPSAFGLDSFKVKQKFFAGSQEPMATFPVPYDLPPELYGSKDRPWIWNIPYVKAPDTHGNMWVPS
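Steps: enzyme plus compound, 15 min RT; add biotin/phosphotyrosine-FITC oligonucleotide (15 nM final), react 5 min; add donor/acceptor beads (10 ug/ml final), 10 min; read AlphaScreen. Tdp1 at 1 nM final.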
DT40 TDP1 no CPT – qHTS for Inhibitors of human tyrosyl-DNA phosphodiesterase 1 (TDP1): qHTS in cells in absence of CPT; DT40 Tdp1-/- hTDP1 cells, no CPT, ATP luminescence, 48 h; Potency, µM (doses to about 46.2 µM), for inactives: at the top dose activity change, negative = growth inhibition, usual class: inhibitors; hit rate 15% among 420,000; AID 686978, 2013; also: nearly all actives have a fitted effect of over 55% in size
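No-CPT arm: Tdp1-/-;hTDP1 DT40 cells (400/well) plus compounds, incubated ≥48 hr at 37 °C. Readout CellTiter-Glo luminescence.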
An asterisk follows results filed as active; ? = inconclusive; / = no result given; & = joins results of further samples; [ ] = dose if it differs, or a comment. Calls follow the shape of the dose curve; as a rule, active = well fitted curve in the direction sought with a large enough effect; inconclusive = small, poorly fitted or top-dose-only effect, or another doubt; inactive = no such curve, though single readings can be large; an effect the other way counts as inactive or inconclusive. Unless noted, % is scaled to controls: 0 for no effect and ±100 for the full control effect; potency is read from the fitted curve at half-maximal effect. This is a subset, so the mix of outcomes need not match the whole.

SMILES	TDP1 block	N370S GC	DT40 TDP1 no CPT
COC(=O)c1ccc(NC(=O)CC2C(=O)N(c3ccccc3)C(=O)N2Cc2cccs2)cc1 (stereo not drawn)	4%	/	18µM*
O=S(=O)(c1ccc(Cl)cc1)N1CCN=C1SCc1ccc(Cl)c(Cl)c1	-2%	11%	-3%
CCN(CC(=O)Nc1ccc(NC(C)=O)cc1)C(=O)c1cc2c(s1)CCCC2	0%	/	12%
COc1cccc2c1O/C(=N\O)C(C(=O)Nc1cccc(Br)c1)C2 (stereo not drawn)	/	-20%	?
Cc1cc(NS(=O)(=O)c2ccc(NC(=O)/C=C/c3ccccc3)cc2)no1	3%	-4%	-8%
Cc1nc2cnc(N3CCN(C)CC3)nc2n(C)c1=O	/	0%	4%
COc1ccc(-c2ccc(C)cc2)cc1C1C2C=CCC(C)C2C(=O)N1Cc1ccccc1 (stereo not drawn)	-4%	-3%	/
Cc1ccc(NC(=O)CCCN2C(=O)/C(=C/C=C/c3ccccc3)SC2=S)cc1	-3%	2%	?
COc1ccc(CC(=O)Nc2ccc(OC(C)=O)cc2C(=O)O)cc1	/	-6%	9%
Cc1nc2sc(C(c3ccccc3)N3CCN(c4ccccc4F)CC3)c(O)n2n1 (stereo not drawn)	6%	0%	?
CCC1CCCCN1Cc1ccc(CNS(=O)(=O)c2ccc3c(c2)oc(=O)n3C)o1 (stereo not drawn)	-4%	-24%	-13%
COc1ccc(CCN(C)Cc2nc(-c3cnccn3)no2)cc1OC	/	-3%	18%
CCOC(=O)C1CCN(S(=O)(=O)c2ccc3c(c2)N(C)C(=O)CC(=O)N3C)CC1	3%&6%	8%	27%&-2%
Cc1cc(=O)oc2c(C)c(OCC(=O)NCCCN3CCCC3=O)ccc12	2%	7%	11%
CCC(CC)C(=O)Nc1nnc(S(=O)(=O)Nc2ccc(OC)cc2)s1	/	-11%	15%
CC(CC(=O)c1cccs1)CC(=O)c1cccs1	-3%	3%	-6%
Cc1nc(NCCc2ccc(O)cc2)c2nnn(Cc3ccccc3)c2n1	/	0%	15µM*
Nc1nnc(SCc2ccccc2F)n1-c1ccccc1	1%	4%	13%
CCc1nn(CC(=O)N2CCC(C)CC2)c(=O)c2cccn12	1%	-6%	-4%
COC(=O)c1[nH]c2ccccc2c1NC(=O)CN1CCCc2ccccc21	3%	26%	?
Cc1cc(F)ccc1NC(=O)C1CSC2(C)CCC(=O)N12 (stereo not drawn)	/	-20%	-7%
Cc1nc(N)c(Br)c(C)c1Br	3%	0%	-49%
Oc1[nH]c2ccccc2c1N=NC(=S)NCCc1ccccc1	8%	7%	?
O=C1COc2cc(S(=O)(=O)CCC(=O)N3CCCCC3)c(Cl)cc2N1	/	-4%	-16%
O=C(CC1C[C@H](C(=O)N2CCOCC2)[C@@]2(CCC3CCCC3)c3[nH]c4ccccc4c3CCN2C1=O)NCCc1ccccn1 (stereo partly drawn)	4%	/	?
O=C(Nc1ccccc1F)c1cc2nc(C(F)F)cc(C(F)F)n2n1	0%	4%	-1%
Cc1nn2c(NCCOCCO)c3c(nc2c1-c1ccccc1)CCCC3	5%	-4%	?
O=C(NCC1CC1)[C@]1(C(F)(F)F)C[C@H](CCC2CCCCC2)CCCO1	-3%	-3%	23µM*
CN(C)C(CNC(=O)CSc1nc2sc3c(c2c(=O)n1C)CCCC3)c1ccccc1 (stereo not drawn)	3%	/	21µM*
COc1ccc(N2CCN(C(=O)CCSCc3ccccc3F)CC2)cc1	4%	0%	?
Cc1ccc(-n2ccnc(SCC(=O)NCCc3ccccc3)c2=O)cc1F	-2%	-12%	15µM*
CCOc1ccc2c(c1)C(C)=CC(C)(C)N2C(=O)Nc1ccccc1	8%	8%	26µM*
CCOc1ccc(-n2cc(C(=O)Nc3ccc(Cl)cn3)c3cc(OC)c(OC)cc3c2=O)cc1	8%	0%	-27%
CCCCN(CC)CCNC(=O)c1[nH]c(C)c(C(C)=O)c1C	7%	-2%	1%
CCn1c(SCc2cccc(Br)c2)nnc1-c1nonc1NC(C)=O	3%	/	23µM*
Cc1nn(C)c(C(=O)N/N=C/c2ccc(C(F)(F)F)cc2)c1[N+](=O)[O-]	5%	-7%	1%

Entries from the list above that have a thiophene ring, fused or not (four):
SMILES	TDP1 block	N370S GC	DT40 TDP1 no CPT
COC(=O)c1ccc(NC(=O)CC2C(=O)N(c3ccccc3)C(=O)N2Cc2cccs2)cc1 (stereo not drawn)	4%	/	18µM*
CCN(CC(=O)Nc1ccc(NC(C)=O)cc1)C(=O)c1cc2c(s1)CCCC2	0%	/	12%
CC(CC(=O)c1cccs1)CC(=O)c1cccs1	-3%	3%	-6%
CN(C)C(CNC(=O)CSc1nc2sc3c(c2c(=O)n1C)CCCC3)c1ccccc1 (stereo not drawn)	3%	/	21µM*

Next compounds.
SMILES	TDP1 block	N370S GC	DT40 TDP1 no CPT
CN(C)/C=N/c1ncc(C(=O)c2ccc(Cl)cc2Cl)s1	6%	11%	?
CCCCOC(=O)Nc1ccccc1C(N)=O	-2%	-21%	-18%
O=C(Oc1ccc2c(=O)c(Cl)coc2c1)c1ccncc1	-3%	-4%	?
Cn1nc(C(=O)Nc2nc(-c3ccccn3)cs2)c2ccccc2c1=O	12%	-4%	1.3µM*
Cc1nn(-c2ccccc2)c(C)c1/C=N/NC(=O)c1ccccc1O	/	-7%	-12%
CS(=O)(=NS(=O)(=O)c1ccc(Cl)cc1)c1ccccc1 (stereo not drawn)	0%	9%	-16%
CCOC(=O)c1cccc(NC(=O)c2cc3c(=O)n(C)c4ccccc4c3n2C)c1	6%	/	21µM*
O=C(c1cc(-c2cccnc2)nc2ccc(Br)cc12)N1CCN(c2ncccn2)CC1	-2%	5%	18µM*
O=C(COC(=O)C1CC(O)CN1S(=O)(=O)c1ccc(Cl)cc1)c1cccc(Cl)c1 (stereo not drawn)	5%	-6%	-5%
COc1ccc(NC(=O)CN(C)C(=O)Cc2c(C)nc3ccccc3c2C)cc1	4%	0%	?
O=C(Nc1ccc(Br)cc1)C1CC(c2c(F)cccc2Cl)=NO1 (stereo not drawn)	/	0%	?
Cc1nn(Cc2ccc(Cl)cc2)c(C)c1NC(=O)c1cc(-c2ccco2)on1	6%	-2%	23µM*
Cc1ccc(C)c(CNC(=O)C2CCN(c3nc4ccccc4nc3C(F)(F)F)CC2)c1	3%	/	?
O=C(CCCc1ccccc1)Nc1ccccc1C(F)(F)F	/	-17%	3%
Cc1ccc2oc(=O)c3cnn(CC(=O)NC4CCN(Cc5ccccc5)CC4)c3c2c1	-1%	3%	21µM*
COCCn1nnnc1SCC(=O)NCc1ccc2c(c1)OCO2	4%	2%	-25%
COc1ccc(C2c3cccn3CCN2S(=O)(=O)c2ccc([N+](=O)[O-])cc2)cc1 (stereo not drawn)	13%	/	?
CCOC(=O)c1ccc2nc(NC(C)=O)sc2c1	6%	4%	?
CCCC(=O)C1C(=O)CC(CC(C)SCC)CC1=O (stereo not drawn)	0%	3%	?
COC(=O)c1ccccc1N(C)S(=O)(=O)c1cc2c(cc1C)OCC(=O)N2	-2%	1%	?
Cc1cccc(C(=O)c2cn[nH]c2-c2ccc(C)cc2O)c1	/	-8%	-23%
COc1ccc(N2C(=O)CSC2c2ccccc2[N+](=O)[O-])cc1 (stereo not drawn)	2%	-2%	0%
COc1ccc(OC)c(C(C(=O)NC2CCCCC2)N(Cc2ccco2)C(=O)c2ccccn2)c1 (stereo not drawn)	10%	0%	-24%
Cc1cccc(CSc2nc3c([nH]c4ccccc43)c(=O)n2C)c1	3%	/	?
COc1ccccc1CNCC(=O)Nc1ccc(N2CCOCC2)cc1	-2%	-1%	?
CCN(CC)CCCn1c2c(c(SCC(=O)Nc3ccc(OC(F)(F)F)cc3)nc1=O)CCC2	/	-13%	?
Cc1ccc(Nc2nc3ccccc3n3cnnc23)c(Cl)c1	/	-10%	-30%
Cc1ccc(-c2csc(N/N=C/c3ccco3)n2)c(C)c1	8%	-7%	?
C[C@@H](C[C@H](N)C(=O)O)C(=O)O	4%	2%	-22%
CCCCNS(=O)(=O)c1ccc(NC(=O)c2c(-c3ccccc3)noc2C)cc1	3%	/	?
CC(NC(=O)CN1CCCC1)c1ccccc1 (stereo not drawn)	/	-8%	5%
COc1cc(-c2nc(Cn3nnc(C(=O)Nc4cc(C)cc(C)c4)c3C)c(C)o2)cc(OC)c1OC	1%	/	12µM*
CCCn1nc(NC(=O)C(C)(C)C)c2cc3cc(OC)ccc3nc21	/	7%	-11%
O=C(Nc1ccc(Cl)cn1)Nc1ccc(Cl)cn1	5%	7%	-13%
CN1C(=O)/C(=C/c2ccccc2F)Sc2ccc(C(=O)NCC3CCCO3)cc21 (stereo not drawn)	5%	-4%	?
Cc1cc(Nc2ccccc2)nn1C(=O)c1ccc(Cl)cc1	0%	3%	-1%
Cc1cc(C)nc(NC(=O)CCN2C(=O)c3ccccc3S2(=O)=O)n1	/	0%	-6%
COc1ccc2cc3cc(C(=O)N4CCCCCC4)oc3nc2c1	3%	0%	?
CN1CCN(S(=O)(=O)c2ccc(NN)nc2)CC1	3%	/	?
CCC(C(N)=O)c1ccccc1 (stereo not drawn)	-7%[56.1 µM]	0%	3%
CC(C)Cn1c(-c2cccnc2)nc2c1c(=O)[nH]c(=O)n2CC(C)C	/	0%	0%
Cc1nc2cc(C(=O)O)ccc2s1	-6%	-20%	6%
COc1cccc2sc(NNC(=O)C3=COCCO3)nc12	8%	-1%	-7%
Cc1cccc(NC(=O)c2cc(S(=O)(=O)N3CCCCC3)c[nH]2)c1C	4%	-17%	-1%
Cc1ccc(CSC2=NCCN2C(=O)C2CC2)cc1	2%	1%	2%
C(=N\n1cnnc1)/c1ccc(-c2ccccc2)cc1	8%	2%	-25%
NC(=O)CC(NC(=O)c1ccccc1)c1ccc(NC2CCN(Cc3ccccc3)CC2)c([N+](=O)[O-])c1 (stereo not drawn)	/	-2%	-21%
Nc1nonc1C(=O)NCCNC(=O)c1ccccc1F	6%[56.1 µM]	-3%	-4%
N/C(=N\OC(=O)Cc1cccs1)c1ccc([N+](=O)[O-])cc1	10%	-28%	-4%
CCC1C(=O)NCCN1C(=O)c1ccc2nc(Cc3ccc(OC)cc3)oc2c1 (stereo not drawn)	3%	2%	10%
Cc1[nH]nc2c1C(C(C)c1ccccc1)C(C#N)=C(N)O2 (stereo not drawn)	7%	2%	?
CCN(CC(=O)Nc1ccc(OC)cc1)C(=O)Cc1cccs1	/	1%	9%
CCOc1ccc(CNC(=O)c2cnc3sc(N4CCOCC4)nn3c2=O)cc1	7%	/	3%
CN=c1scc(-c2cccs2)n1/N=C/c1ccccc1O	2%	-17%	23µM*
C=C(C)CC(NCc1ccco1)c1ccc(OC)cc1 (stereo not drawn)	4%	/	-24%
C=CCNC(=O)C1CCN(c2cc(C)nc(-c3ccccc3)n2)CC1	6%	-12%	-24%
CC(C)(C)C1=Nn2c(nnc2C2CCCCC2)SC1	-6%	7%	-22%
CCn1c(C)nc2cc(C(=O)NNC(=O)Nc3ccc(Cl)cc3)ccc21	-5%	11%	-14%
CCO/C=C1/C(=O)N(C)C(=O)c2cc(OC)ccc21	3%	5%	-21%
COC(=O)c1sccc1NC(=O)CSc1cc(Cl)ccc1Cl	/	4%	-10%

(further entries)
SMILES	TDP1 block	N370S GC	DT40 TDP1 no CPT
O=C(Nc1ccccn1)c1sc2cccc(F)c2c1Cl	1%	-10%	-13%
COc1ccc(N(C(=O)c2ccncc2)S(=O)(=O)c2ccc(F)cc2)cc1	2%	-10%	/
COc1cc(OC)c(OC)cc1CNC1CCCCCC1	/	-9%	-20%
Cc1c(C(C)O)nnn1-c1nonc1N (stereo not drawn)	2%	4%	-17%
CCOc1ccc(S(=O)(=O)N/N=C(\C)Cc2ccc(OC)cc2)cc1	7%	0%	2%
O=C(Nc1c(F)cc(F)cc1Br)c1cc(-c2ccc(O)cc2)on1	2%	13%	?
O=C(Nc1ccccc1)Nc1cc(OCC(F)(F)F)cc(OCC(F)(F)F)c1	0%	4%	2.9µM*
COc1cccc2cc(C(=O)NCCN3CCOCC3)c(=O)oc12	/	-4%	-6%
N#CC(C(=O)NCCc1ccccc1)c1nc2ccccc2nc1N1CCOCC1 (stereo not drawn)	4%	-12%	?
CC(=O)N1CCC(C(=O)NC2CC(C)(C)Cc3c2cnn3-c2ccc(F)cc2)CC1 (stereo not drawn)	1%	-8%	-11%
